PAX8 reporter: inhibitors of PAX8 transcriptional activity in RMG-I cells | RMG-I TPO-luciferase reporter, SteadyGlo, 24 h | inhibition, % at 12.6 µM | hit rate 1.2% among 360,000 | AID 652154;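 active = mean replicate inhibition at least 60% with every replicate also reaching 60%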;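 note: luciferase light reporting Pax8 driven TPO promoter activity; plate controls were median of neutral control wells for no effect and mitoxantrone controls for full effect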
FN deposit inh: fibronectin deposition inhibition; AH1F fibroblasts, Alexa488-fibronectin deposition fluorescence, overnight; inhibition, % at 12.6 µM; hit rate 0.086% among 350,000; AID 743247;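 active = mean inhibition across replicates of 30% or more, regardless of how many single replicates reach that level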;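 note: positive control wells lacked labelled fibronectin entirely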
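Material: AH1F fibroblasts assembling fluorescent fibronectin matrix; amount: 10000 AH1F cells/well; medium: DMEM, 2% serum; reagent: Alexa488-fibronectin, 24 nM final in well; dosing: single compound dose, delivered by pin transfer; incubation: 1 h adhesion, overnight exposure; detection: fluorescence after three HBSS washes, excitation 485 nm, emission 525 nm; measure: fibronectin deposition inhibition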
CASP6 VEID inh: blocks human caspase-6 cleavage activity; inhibition, % at 12.5 µM; P55212; hit rate 0.53% among 350,000; purified caspase-6, Z-VEID-R110 cleavage fluorescence;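 active = mean inhibition across replicates at least about 35%, with every replicate also reaching that limit, limit read from the data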;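 note: 0% = median of neutral control wells and 100% = no fluorescence left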
Target sequence (P55212 24-179 limits assumed): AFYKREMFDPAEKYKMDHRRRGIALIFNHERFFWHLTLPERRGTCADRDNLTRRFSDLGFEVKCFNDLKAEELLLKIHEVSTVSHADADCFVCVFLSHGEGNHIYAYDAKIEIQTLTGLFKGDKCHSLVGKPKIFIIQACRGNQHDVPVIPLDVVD
Target sequence (P55212 194-293 limits assumed): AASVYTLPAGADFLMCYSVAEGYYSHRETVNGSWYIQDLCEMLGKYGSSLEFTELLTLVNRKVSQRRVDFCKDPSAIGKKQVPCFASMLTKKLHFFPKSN
LGR2 inh: inhibitors of bursicon-induced Drosophila LGR2 receptor cAMP signaling; HEK293 LGR2, CRE-luciferase, bursicon-stimulated, 4 h; inhibition, % at 9.99 µM; hit rate 0.35% among 380,000; AID 720647;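 active = drop in luminescence signal, shown as inhibition above about 50% in the replicate tests, limit read from the data, passing the limit was not always enough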;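 note: agonist challenge used bursicon conditioned medium at about half maximal strength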
Cneo AK release: causes C. neoformans cell lysis. adenylate kinase release luminescence, 4 h; normalised: neutral wells 0, clomiphene wells 100. lysis activity, % at 15 µM. hit rate 0.2% among 360,000;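 active = mean lysis activity across replicates of at least 80%, whatever share of replicates individually reach that level; inactive = mean lysis activity below 80%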
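Material: C. neoformans cells; Schedule: 4 h static compound exposure, 37 °C, read 1 h post-reagent; Measured by: adenylate kinase release luminescence; Read-out: signal increase indicating cell lysis; Controls: Clomiphene as positive lysis control.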
miR-122 sensor: inhibitors of miR-122 in Huh7 cells | Huh7 miR-122 Renilla luciferase sensor, 48 h; neutral wells = 0, positive control = 100 | activation (reporter increase), % at 12.5 µM | hit rate 0.3% among 340,000 | AID 602342;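 active = mean replicate activation score at least 90 and every replicate individually at or above 90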;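 note: higher luciferase means less miR-122 activity so hits act as miR-122 inhibitors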
PGC1a acetyl inh: lowers PGC1a acetylation signal in U2OS cells; AlphaScreen anti-acetyl-lysine; with virally co-expressed GCN5 acetyltransferase; inhibition, % at 15.6 µM; hit rate 0.17% among 350,000;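 active = every replicate shows inhibition of at least 40%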;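 note: 0% = neutral control wells and 100% = positive control wells; some results beyond the cut were filed as inactive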
EWS-Fli block: EWS/Fli transcriptional activity inhibition; A673 NR0B1-luciferase reporter, viability-normalised; inhibition, % at 12.6 µM; hit rate 0.67% among 350,000; AID 651661;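 active = mean inhibition of at least 50% after viability correction, with every replicate also passing that limit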;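 note: firefly luciferase signal divided by Alamar Blue viability fluorescence both relative to DMSO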
* = called active by the depositor; nt = not tested or not shown; & = joins results of further samples; [ ] = another dose, or the depositor's remark.

Values in the order – Cneo AK release | PGC1a acetyl inh | miR-122 sensor | EWS-Fli block | FN deposit inh | PAX8 reporter | CASP6 VEID inh | LGR2 inh
- CCCNC(=O)C1CC(=O)N(c2ccc(OCc3ccccc3)cc2)C1 (configuration not stated)
 : -2 | -1 | -3 | -52 | -1 | -153 | -2 | 6
- CCC(=O)N(C)C[C@H]1Oc2cc(C#C[C@H](C)O)ccc2S(=O)(=O)N([C@@H](C)CO)C[C@@H]1C
 : -4 | 12 | 4[16.7 µM] | 3 | -10 | -5 | 4 | 4
- NS(=O)(=O)c1ccc(CCNS(=O)(=O)c2cccc3cccnc23)cc1
 : 5 | 2 | 0 | 9 | 1 | 4 | 0 | -27
- CC(=O)c1c(-c2ccccc2)c2cc(Cl)ccc2[nH]c1=O
 : nt | -1 | nt | 10 | 1 | 5 | -1 | 15
- O=C(c1ccco1)N1CCN(C(=O)c2cnn3cccnc23)CC1
 : 0 | 3 | 1 | nt | nt | nt | nt | 3
- Cc1ccc(C2(C)NC(=O)N(CC(=O)Nc3ccccc3C(=O)NC3CCCC3)C2=O)cc1 (configuration not stated)
 : 0 | 3 | 2 | 7 | nt | 1 | 0 | -3
- O=C(CS)NCCCCCCNC(=O)[C@H]1C[C@H]2C(=O)NCC(=O)N2[C@H]1c1cccc(OCCO)c1
 : -21 | -13 | nt | -2 | nt | nt | 6 | nt
- COC(=O)[C@@H]1C[C@H]2CC[C@H](O)C[C@H]2N1Cc1ccccc1OC(=O)c1cccs1
 : -2 | nt | nt | 6 | -7 | 5 | -3 | 9
- COc1ccc(NC(=O)CSc2nnc3ccc(-c4ccccn4)nn23)c(OC)c1
 : 0 | -2 | -8 | -6 | 7 | 13 | -1 | -2
- CCNC(=O)COc1ncnc2scc(-c3ccc(F)cc3)c12
 : nt | -1 | nt | 4 | -1 | -2 | -1 | -4
- CCOc1ccc(-c2noc(CCCC(=O)NCC3CCCO3)n2)cc1OC (configuration not stated)
 : 1 | 6 | -3 | 3 | 8 | 7 | -1 | 2
- CC(=O)c1ccccc1OCCOCCOc1ccccc1C(C)=O
 : -2 | 7 | -1 | nt | -2 | 20 | nt | -12
- CCOC(=O)CN1C(=O)SC(Nc2ccc(C)cc2)C1=O (configuration not stated)
 : 1 | nt | nt | 6 | -11 | 0 | 4 | -14
- COc1ccc(-c2csc(NC(=O)CS(=O)(=O)c3ccccc3)n2)c(OC)c1
 : 1 | -6 | 2 | -18 | 4 | -10 | 4 | -4
- C[C@@H]1CN([C@@H](C)CO)S(=O)(=O)c2ccc(-c3ccncc3)cc2O[C@H]1CN(C)S(=O)(=O)c1ccccc1F
 : -2 | 1 | -1[16.7 µM] | 26 | -8 | 15 | -4 | -5
- CCCNC(=O)c1c(N)n(-c2cc(OC)cc(OC)c2)c2nc3ccccc3nc12
 : -2 | -13 | -9 | nt | 1 | 11 | nt | nt
- O=C(O)CC(C(=O)O)C(=Cc1ccccc1)c1ccccc1 (configuration not stated)
 : 2 | nt | -4 | -4 | -5 | 1 | 1 | -18
- CCCS(=O)(=O)NC(=O)C1(C)CCCN(C(=O)c2cccc(C(F)(F)F)c2)C1 (configuration not stated)
 : -1 | 10 | -1 | -3 | -7 | 11 | -6 | 13
- COc1ccc(C2CC(c3cccs3)=NN2S(C)(=O)=O)cc1OC (configuration not stated)
 : nt | 2 | nt | -5 | 7 | 19 | 3 | -6
- COCCn1c(=S)[nH]c2cc(C(=O)NCCc3ccc(OC)c(OC)c3)ccc2c1=O
 : 1 | -3 | -6 | nt | 0 | 18 | nt | nt
- CCCN(S(=O)(=O)c1ccc(OCC)cc1)S(=O)(=O)c1cccs1
 : 2 | -23 | 6 | nt | 0 | 18 | nt | nt
- COc1ccccc1NC(=O)COC(=O)CCn1c(C)csc1=O
 : nt | -3 | -5 | 5 | -4 | -10 | 3 | 1
- O=C(NCCCO)/C(=C\c1cn(-c2ccccc2)nc1-c1cccnc1)NC(=O)c1ccccc1
 : nt | nt | nt | 1 | -2 | -22 | -1 | -16
- Cn1c(=O)c2cc(NC(=O)NCc3ccc(F)cc3)ccc2n1C
 : 0 | 11 | -2 | -24 | -2 | -3 | 11 | 2
- Cc1noc(C)c1NC(=O)N(C)C[C@@H]1Oc2ccc(NC(=O)c3ccncc3)cc2C(=O)N([C@H](C)CO)C[C@@H]1C
 : 2 | 1 | 8[16.7 µM] | 1 | nt | nt | 3 | -3
- CC(=O)NC(NC(=S)Nc1ccc(S(N)(=O)=O)cc1)C(Cl)(Cl)Cl (configuration not stated)
 : 0 | 7 | -3 | 3 | -4 | -4 | -2 | -7
- COc1ccc(NS(=O)(=O)c2c(C(=O)N3CCCCCC3)c(C)n(C)c2C)cc1OC
 : 1 | -3 | 4 | nt | -9 | -4 | 0 | -7
- CN(C(=O)c1ccc(NC(=O)Cc2cccc([N+](=O)[O-])c2)cc1)C1CCCC1
 : 0 | nt | 6 | 15 | -6 | -5 | 3 | 3
- Cc1csc(=O)n1CCC(=O)OCC(=O)Nc1ccc(F)c(F)c1F
 : 0 | 1 | -4 | -3 | -6 | -19 | -2 | 10
- COc1cccc(C#Cc2cnc3c(c2)C(=O)N([C@@H](C)CO)C[C@H](C)[C@@H](CN(C)C(=O)C2CCCCC2)O3)c1
 : 6 | -18 | 5[16.7 µM] | -5 | nt | -3 | -1 | -17
- CCc1ccc(/C=C2/C(=O)N(CC)C(=S)N2C)s1
 : nt | nt | nt | -9 | -2 | -6 | 0 | nt
- O=C1CC(c2ccccc2)Sc2nc3ccccc3n21 (configuration not stated)
 : nt | -2 | nt | -16 | 6 | -4 | 0 | -15
- CCCn1nc(C(=O)Nc2ccc3c(c2)OCO3)c2ccccc2c1=O
 : 2 | 0 | -11 | -28 | 6 | -22 | 2 | -5
- NC(=O)c1ncn([C@@H]2O[C@H](CNCc3ccc(OCC(=O)Nc4nccs4)cc3)[C@@H](O)[C@H]2O)n1
 : 0 | 0 | -6 | -26 | 0 | 3 | 1 | 3
- CCCNC(=O)NC(=O)COc1ccc(-c2ccc(C#N)cc2)cc1
 : nt | 0 | nt | 2 | 17 | 5 | 14 | -3
- Cc1cc(C)cc(OCC(=O)Nc2cnn(CCCC(=O)O)c2)c1
 : 0 | -1 | -3 | nt | -5 | -4 | 1 | 0
- O=C(O)CN1C(=O)/C(=C\c2ccccc2OCc2ccc(Cl)cc2Cl)SC1=S
 : -2 | 6 | 13 | 59* | -4 | 2 | 52* | -12
- CCCc1cc(Nc2c(C)n(C)n(-c3ccccc3)c2=O)n2c(nc3ccccc32)c1C#N
 : 1 | 3 | -15 | nt | 2 | 0 | nt | nt
- C/C=C\C=C\C(=O)N1CC2(CC(c3cccc(NC(=O)COc4ccc(Cl)cc4)c3)=NO2)C[C@H]1C(N)=O (some centres not stated)
 : 9 | nt | 3 | -6 | 1 | -1 | 8 | -8
- O=C1CN(N=Cc2ccco2)C(=O)N1
 : 1 | -5 | nt | 2 | -10 | 2 | -12 | -11
- CC(=O)c1cccc(NC(=O)COc2ccc(S(=O)(=O)N3CCCCC3)cc2)c1
 : 0 | -3 | 23 | nt | nt | nt | nt | 4
- C[C@@H]1CN([C@H](C)CO)C(=O)Cc2cc(NC(=O)CCC(F)(F)F)ccc2O[C@@H]1CN(C)Cc1ccc(C(=O)O)cc1
 : 0 | 2 | -1[16.7 µM] | -9 | nt | 9 | 0 | 1
- O=C(Nc1nnc([C@@H]2C[C@H](O)[C@@H](CO)O2)s1)Nc1ccccc1Oc1ccccc1
 : 0 | 7 | 2 | -10 | 1 | -16 | 1 | 10
- C[C@H]1CN([C@@H](C)CO)C(=O)CCCn2cc(nn2)CO[C@H]1CN(C)S(=O)(=O)c1ccc2c(c1)OCCCO2
 : 3 | 5 | -7[16.7 µM] | 6 | -6 | -5 | -1 | -9
- COC(=O)COc1ccc(-c2ccc(F)cc2)cc1C=O
 : nt | nt | nt | 5 | -2 | 7 | 2 | 6
- Cc1ccc(Cl)cc1NC(=O)CCC(=O)NCc1ccco1
 : -1 | 3 | 0 | 8 | 13 | -2 | -3 | 9
- CC(C)NC(=O)Nc1ccc2c(c1)C(=O)N([C@@H](C)CO)C[C@H](C)[C@@H](CN(C)Cc1ccncc1)OCCCC[C@H](C)O2
 : 3 | 2 | 2[16.7 µM] | nt | nt | -15 | 1 | -1
- COc1ccc(C(=O)NC2CCCc3c2cnn3-c2ccccc2F)cc1OC (configuration not stated)
 : -2 | 6 | -3 | 16 | -4 | 34 | -6 | 11
- C[C@@H]1CN([C@H](C)CO)C(=O)CCCn2cc(nn2)CO[C@H]1CN(C)C(=O)Nc1cccc(C(F)(F)F)c1
 : 1&-4 | 4&-11 | -6 | 6&1 | -8&1 | -4&18 | -1&2 | -1
- COc1ccc2[nH]c3c(c2c1)CCN1C(=O)N([C@@H](C)C(=O)NCc2c(F)cccc2Cl)C(=O)[C@]31C
 : -1 | -13 | -4 | 6 | nt | nt | -3 | 24
- COc1ccc(NC(=O)c2ccc(F)c(F)c2)c2ccccc12
 : 0 | -3 | 0 | -9 | 3 | -27 | -1 | 9
- COc1ccc(-c2ccc3n(c2=O)C[C@H]2[C@H](CO)[C@@H](C(=O)N4CCN(C)CC4)N[C@@H]32)cc1
 : 8 | nt | 6[16.7 µM] | 5 | nt | -3 | 1 | 1
- CCOC(=O)c1c(/N=C/N(C)C)sc(/C=N/Nc2ccccc2)c1-c1ccc(Cl)cc1
 : nt | nt | nt | 0 | -2 | -26 | -4 | nt
- CN1C(C(=O)NCc2cccc(Br)c2)CC2Cn3c(nc4ccccc43)C21 (configuration not stated)
 : 4 | 11 | -3 | -11 | 0 | -19 | -2 | 1
- Cc1ccc(C(=O)COC(=O)c2ccc3c(c2)C(=O)N(c2cccc4ncccc24)C3=O)cc1C
 : -5 | 8 | -3 | nt | 1 | nt | nt | nt
- Cn1c(=O)c2sccc2n(Cc2cccc(Br)c2)c1=O
 : -9 | 9 | -5 | 12 | 5 | 37 | 1 | 7
- C/C=C/c1ccc2c(c1)O[C@H](CN(C)C(=O)C1CCC1)[C@H](C)CN([C@H](C)CO)S2(=O)=O
 : nt | 1 | -1[16.7 µM] | -2 | nt | nt | nt | 9
- CC(=O)Nc1ccc(NC(=O)C(C)OC(=O)CCSc2ccccc2Cl)cc1 (configuration not stated)
 : 0 | nt | nt | -3 | 4 | 16 | -1 | 1

Structures from the list above that contain a thiophene ring, fused or not (7):
Values in the order – Cneo AK release | PGC1a acetyl inh | miR-122 sensor | EWS-Fli block | FN deposit inh | PAX8 reporter | CASP6 VEID inh | LGR2 inh
- COC(=O)[C@@H]1C[C@H]2CC[C@H](O)C[C@H]2N1Cc1ccccc1OC(=O)c1cccs1
 : -2 | nt | nt | 6 | -7 | 5 | -3 | 9
- CCNC(=O)COc1ncnc2scc(-c3ccc(F)cc3)c12
 : nt | -1 | nt | 4 | -1 | -2 | -1 | -4
- COc1ccc(C2CC(c3cccs3)=NN2S(C)(=O)=O)cc1OC (configuration not stated)
 : nt | 2 | nt | -5 | 7 | 19 | 3 | -6
- CCCN(S(=O)(=O)c1ccc(OCC)cc1)S(=O)(=O)c1cccs1
 : 2 | -23 | 6 | nt | 0 | 18 | nt | nt
- CCc1ccc(/C=C2/C(=O)N(CC)C(=S)N2C)s1
 : nt | nt | nt | -9 | -2 | -6 | 0 | nt
- CCOC(=O)c1c(/N=C/N(C)C)sc(/C=N/Nc2ccccc2)c1-c1ccc(Cl)cc1
 : nt | nt | nt | 0 | -2 | -26 | -4 | nt
- Cn1c(=O)c2sccc2n(Cc2cccc(Br)c2)c1=O
 : -9 | 9 | -5 | 12 | 5 | 37 | 1 | 7

Source: PubChem
